Bioassay records deposited in PubChem BioAssay by Broad Institute.
XiGFP reactiv: X-chromosome reactivation activator; actives 0.055% (n = 360,000); AID 743238; activation, % at 7.58 µM; XiGFP mouse fibroblasts, % GFP-positive cells imaging, 3 d; cells co-treated with 5-aza-dC sensitizer; scaled so ellipticine positive control = 100%;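 active = mean normalized replicate activation at least 10% and every replicate at or above 10%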;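 also: 0% = median of on-plate neutral control wells and 100% = ellipticine 6 µM median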
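material = 68-5-11 XiGFP fibroblast line | medium = DMEM plus 5-aza-dC sensitizer | schedule = 3 days compound exposure | benchmarks = positive control ellipticine, 6 µM final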
RAD54 inh: blocks human RAD54 Holliday junction branch migration | Q92698 | FAM/BHQ fluorescence | inhibition, % at 10.4 µM | actives 0.14% (n = 360,000);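 active = mean normalized replicate activity at least 40 and at least half of replicates scoring 40 or more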;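 also: 0% = median of neutral control wells and 100% = median of positive control wells; inhibitors cause a drop in the FAM fluorescence signal; in these data hits start at about 50%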
esBAF inh: inhibitors of esBAF chromatin remodeling in mouse ES cells. actives 2% (n = 350,000). Bmi1-luciferase knock-in reporter, 24 h; 100% = twice the neutral-well signal. reporter increase, % at 12.5 µM; in the data active = activation above about 40%;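 also: 0% = median of the plate's neutral control wells and 100% = double that signal; a rise in the Bmi1 reporter signal indicates esBAF inhibition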
GSIS activator: primary screen for activators of insulin secretion dependent on glucose, INS-1E cells, GLuc reporter luminescence; INS-1E GLuc reporter insulin secretion, 2-3 h; activation, % at 16.6 µM; actives 0.61% (n = 370,000); AID 743287;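 active = lowest replicate activation of at least 40%, so every replicate reaches that level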;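 also: 0% = median of neutral control wells and 100% = median of IBMX positive control wells; some compounds called inactive have numbers as strong as hits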
CFTR F508del cor: CFTR F508del correction in bronchial cells | CFBE cells, YFP halide quenching; stimulated with forskolin plus potentiator P3; % fluorescence drop versus neutral controls | activity (quench increase), % at 7.58 µM | actives 0.36% (n = 350,000) | AID 720511;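 active = mean added fluorescence quench of at least 8% versus neutral control, with both replicates also reaching 8%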;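 also: cells transiently co-express mutant CFTR-F508del with the halide-sensitive YFP; corrector assay measuring rescue of mutant channel to the surface after 24 h compound exposure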
RAD52 inh: inhibitors of human RAD52 DNA annealing. P43351. recombinant RAD52 DNA annealing, FRET fluorescence. inhibition, % at 18.7 µM. actives 0.46% (n = 360,000);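 active = every replicate showing at least 50% inhibition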
ARNT TACC3 PPI: disruptors of human ARNT/TACC3 interaction | actives 0.66% (n = 390,000) | AlphaScreen His-ARNT PAS-B/GST-TACC3 binding, luminescence; TACC3 fragment carries E629A point mutation | Q9Y6A5 | inhibition, % at 9.99 µM;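 active = mean inhibition of replicates at least 50% and at least half of replicates each reaching 50%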;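 also: 0% = complete ARNT plus TACC3 wells and 100% = ARNT alone without TACC3; many hits fall short of the cut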
ERAP1 HTS inh: inhibitors of human ERAP1 aminopeptidase; recombinant ERAP1, Leu-AMC fluorescence, 60 min; actives 0.15% (n = 340,000); inhibition, % at 10.7 µM; AID 652197;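 active = mean replicate inhibition of at least 30%, or all replicates individually reaching that 30% level; inactive = mean below 30% and not every replicate reaching it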;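 also: 0% = neutral control wells and 100% = L-leucinethiol positive control wells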
Target sequence (Q9NZ08 whole entry, looked up): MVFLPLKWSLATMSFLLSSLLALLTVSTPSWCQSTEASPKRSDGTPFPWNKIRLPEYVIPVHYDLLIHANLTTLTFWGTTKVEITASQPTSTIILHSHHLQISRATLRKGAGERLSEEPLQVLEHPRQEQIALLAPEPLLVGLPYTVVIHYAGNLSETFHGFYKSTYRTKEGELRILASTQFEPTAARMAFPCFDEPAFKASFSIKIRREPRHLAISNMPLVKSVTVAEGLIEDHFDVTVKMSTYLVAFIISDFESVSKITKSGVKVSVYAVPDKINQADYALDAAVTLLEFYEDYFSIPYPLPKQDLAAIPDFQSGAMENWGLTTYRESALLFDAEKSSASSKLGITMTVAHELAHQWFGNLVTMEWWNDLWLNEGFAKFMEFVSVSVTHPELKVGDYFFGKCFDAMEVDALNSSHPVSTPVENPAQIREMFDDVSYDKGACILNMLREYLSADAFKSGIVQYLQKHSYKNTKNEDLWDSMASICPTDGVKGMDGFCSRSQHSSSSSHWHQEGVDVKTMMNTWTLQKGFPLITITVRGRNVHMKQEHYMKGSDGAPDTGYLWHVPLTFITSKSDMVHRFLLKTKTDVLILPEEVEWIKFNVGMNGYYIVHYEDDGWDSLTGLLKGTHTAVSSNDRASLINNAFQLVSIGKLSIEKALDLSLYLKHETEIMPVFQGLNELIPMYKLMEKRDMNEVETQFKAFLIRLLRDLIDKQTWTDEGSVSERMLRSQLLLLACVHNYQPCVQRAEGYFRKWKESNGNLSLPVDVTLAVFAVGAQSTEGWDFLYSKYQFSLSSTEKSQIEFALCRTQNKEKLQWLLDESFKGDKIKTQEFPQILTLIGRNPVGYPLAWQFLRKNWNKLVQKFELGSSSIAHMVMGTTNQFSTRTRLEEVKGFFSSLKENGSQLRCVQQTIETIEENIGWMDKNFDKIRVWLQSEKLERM
An asterisk follows results filed as active; · = not tested or not shown; & = joins results of further samples. This is a random part of the collection; about 3.3% have a hit in one of these screens.

SMILES	XiGFP reactiv	RAD54 inh	esBAF inh	GSIS activator	CFTR F508del cor	RAD52 inh	ARNT TACC3 PPI	ERAP1 HTS inh
Cc1cc(NC(=O)CSCC(=O)OCC(=O)c2cccc(Br)c2)no1	-0.1	0	-3	-7	-0.7	-43	-6	1
C[C@@H]1CN([C@@H](C)CO)S(=O)(=O)c2ccc(C#CC3CC3)cc2O[C@@H]1CN(C)C(=O)CC1CC1	-0.7	-6	-3	-8	0.3	-5	12	-2
Cc1ccc(/C=C2/SC(=S)N(CCC(=O)NCCCN3CCOCC3)C2=O)cc1	0.0	7	7	-10	0.1	-8	·	4
COc1cc(Cl)ccc1OCc1cc(C(=O)NC2CCc3ccccc32)no1 (stereo not given)	0.3	-1	-5	7	-0.4	-13	-5	-2
O=C(COc1ncnc2scc(-c3ccccc3)c12)NC1CCCc2ccccc21 (stereo not given)	0.1	-24	·	-12	·	-12	-5	-1
O=S(=O)(Nc1cc(S(=O)(=O)N2CCOCC2)ccc1N1CCCC1)c1cccs1	0.0	-8	-1	18	-1.6	-29	2	0
Cc1nnc(SCC(=O)NC(=O)NCc2ccco2)s1	0.0	·	·	-2	-1.6	-2	0	0
CCC(=O)Nc1ccc2c(c1)OC[C@@H](C)N(C(=O)NC(C)C)C[C@@H](C)[C@@H](OC)CN(C)C2=O	0.0	5	-3	-7	1.3	1	0	-2
Cc1nccn1CCCN1C(=O)CNC1=S	0.0	·	·	-14	-2.3	-5	0	2
O=C(C[C@H]1CC[C@@H]2[C@H](COC[C@@H](O)CN2C(=O)Nc2ccc(F)cc2)O1)NCCc1ccccc1	0.1	-6	3	-6	0.3	0	-5	-8
O=C(COC(=O)c1ccc2c(c1)OCO2)Nc1nc(-c2ccccc2)cs1	0.0	·	·	26	-0.7	-16	0	-4
COc1ccc(S(=O)(=O)N(C)C[C@@H]2OCCCC[C@H](C)Oc3ccc(NC(=O)NC4CCCCC4)cc3C(=O)N([C@H](C)CO)C[C@@H]2C)cc1	0.1	-3	5	-15	-1.5	-50	-10	-1
COc1ccc(NC(=O)CN2C(=O)NC3(CC(C)CC(C)(C)C3)C2=O)cc1S(=O)(=O)N1CCCCC1 (stereo not given)	0.0	-8	6	-22	3.0	-12	·	-1
CCCNC(=O)N1CCCC(C(=O)c2cccc(Cl)c2)C1 (stereo not given)	0.0	-3	3	-14	0.9	-14	2	-3
Cc1nnc(SCC(=O)NC2CCS(=O)(=O)C2)n1-c1ccccc1 (stereo not given)	0.0	1	-17	1	3.7	-16	-2	-3
C[C@@H]1CCCCO[C@H](CN(C)Cc2ccncc2)[C@@H](C)CN([C@H](C)CO)C(=O)c2cc(NS(=O)(=O)c3ccc(F)cc3)ccc2O1	0.5	3	1	2	0.7	-3	-7	1
COC(=O)COc1ccc2oc(=O)cc(-c3cc4cccc(OC)c4o3)c2c1	0.0	4	0	6	-1.0	-5	-5	1
c1cnc2nc(CSc3ncn[nH]3)cn2c1	0.0	·	·	12	2.6	-7	-4	0
COc1ccc(NC(=O)C[C@H]2C(=O)N(C3CCCCC3)C[C@@H]2CSC)cc1	-0.1	12	2	-21	4.3	-10	·	·
O=C(CCc1ccccc1)Nc1cccc(NC(=O)CCc2ccccc2)c1	·	11	6	·	2.4	-5	-6	-1
N/C(=N\NS(=O)(=O)c1ccccc1Cl)c1ccccn1	0.1	·	·	·	0.2	-14	55*	2
CN1C(=O)c2cc(NS(C)(=O)=O)ccc2OC[C@H]2O[C@H](CC(=O)NC3CCCCC3)CC[C@@H]21	-0.1	-3	2	0	·	-2	-2	-3
CC1CCN(S(=O)(=O)c2ccc(NC(=O)Cc3ccccc3)cc2)CC1	·	-9	8	-1	-2.1	-16	-18	-1
CC[C@H](C)[C@H]1CNC(=S)N1CC1CCN(CC2CCC(C)CC2)CC1 (stereo not given in full)	0.0	1	-6	-13	3.8	-15	9	·
COc1ccc(C2/C=C\CN(C(=O)OCC3c4ccccc4-c4ccccc43)CC(=O)N2Cc2cccc(F)c2)cc1 (stereo not given)	-0.1	2	-3	12	-2.8	-93	-3	·

ARNT TACC3 PPI, entries above that show a hit.
| mol | esBAF inh | GSIS activator | CFTR F508del cor | RAD52 inh | ARNT TACC3 PPI | ERAP1 HTS inh |
| --- | --- | --- | --- | --- | --- | --- |
| N/C(=N\NS(=O)(=O)c1ccccc1Cl)c1ccccn1 | · | · | 0.2 | -14 | 55* | 2 |

(more compounds)
SMILES	XiGFP reactiv	RAD54 inh	esBAF inh	GSIS activator	CFTR F508del cor	RAD52 inh	ARNT TACC3 PPI	ERAP1 HTS inh
C[C@@H]1CN([C@H](C)CO)C(=O)c2cccc(NC(=O)Nc3ccccc3)c2O[C@H]1CN(C)Cc1ccccc1	-0.3	·	2	-6	-0.8	·	·	·
CC(=O)Nc1cc(-c2cccc(C(=O)NCCO)c2)cn2c(-c3cccc(C(F)(F)F)c3)cnc12	0.0	-1	-2	-3	2.0	-23	·	2
COc1ccc(CCNC(=O)Cn2cnc3c2c(=O)n(C)c(=O)n3C)cc1OC	·	-5	-5	22	·	·	-4	·
O=C(CNc1cccc(Cl)c1)c1ccc(Br)cc1	-0.1	-7	11	7	-0.2	-14	2	0
CCSC(=Nc1ccccc1)N1CCOCC1	0.2	4	·	-6	2.4	-4	·	0
COc1ccc(C(C)(C)C)cc1NC(=O)CCc1c(C)noc1C	0.0	-3	-5	7	0.4	0	-1	-1
CS(=O)(=O)N1CC(=O)N2[C@H](C1)[C@@H](c1ccc(C#CCC3CCCC3)cc1)[C@@H]2CO	0.0	·	·	-8	-0.5	3	·	1
C/C(=N\Nc1cccc(Cl)c1)c1ccc(-n2ccnc2)cc1	0.2	·	·	·	·	-10	-10	-5
CCCn1c(CNC(=O)c2ccccc2)nc2ccccc21	·	3	3	8	·	·	2	·
CC(C)(C)c1ccc(C(O)c2ncc(-c3ccccc3)[nH]2)cc1 (stereo not given)	0.0	-3	18	·	0.9	-7	·	-3
O=C(Nc1ccc(F)cc1)N1C[C@@H]2[C@H](c3ccccc31)[C@@H](CO)N2C(=O)c1ccncc1	0.1	-4	4	1	-0.9	-8	1	3
CN1CCN(c2ccccc2/C=C2/C(=O)Nc3ccccc32)CC1	0.1	6	-10	16	-1.0	4	·	5
Cc1ccc2c(c1)C(=O)C(=O)N2Cc1ccc(Cl)cc1	0.3	1	1	-15	0.2	-9	-15	3
O=C(CSc1nnnn1C1CCCCC1)NCc1ccc2c(c1)OCO2	·	·	0	6	-0.4	-11	15	5
O=C(C[C@@H]1C[C@@H]2c3cc(NC(=O)NC4CCCC4)ccc3O[C@@H]2[C@H](CO)O1)NCCN1CCCCC1	0.2	-14	3	-2	-1.3	-3	2	-3
COc1cc(OC)c(S(=O)(=O)N2CCN(C(=O)c3ccco3)CC2)cc1NC(C)=O	0.0	5	9	0	-2.4	-8	-7	2
CCCN(c1ccc(OCC)cc1)c1ncnc2nc[nH]c12	-0.1	3	0	·	-1.4	9	·	2
O=C(N/N=C/c1cccc([N+](=O)[O-])c1)c1ccc(Br)cc1	0.0	·	·	25	-0.6	-7	5	0
Cc1cc(C(=O)NC2CCCC2)on1	0.1	-14	-7	-4	-0.1	-14	-1	2
Cn1cccc1/C=C(/C#N)C(N)=S	0.2	1	·	9	·	1	14	8
COC(=O)c1ccccc1NC(=O)C12CCC(C)(C(=O)O1)C2(C)C (stereo not given)	·	-4	4	3	·	·	3	·
C[C@@H]1CN([C@H](C)CO)C(=O)c2cccc(NC(=O)c3nc4ccccc4s3)c2O[C@H]1CN(C)S(=O)(=O)c1ccc(F)cc1	0.2	-9	1	-17	-2.1	9	8	-1
CCOc1ccc(-c2onc(C(F)(F)F)c2-c2cscn2)c(O)c1	·	0	2	4	0.9	2	-7	-2
CCNC(=O)[C@H]1[C@H](CO)[C@H]2Cn3c(ccc(-c4ccccc4)c3=O)[C@H]2N1Cc1ccccc1	0.5	1	-1	14	-1.7	10	-11	1
C[C@H](CO)N1C[C@H](C)[C@H](CN(C)Cc2ccc(C(=O)Nc3ccccc3N)cc2)Oc2ccc(NC(=O)Nc3ccc(C(F)(F)F)cc3)cc2C1=O	-1.3	·	·	26	2.3	-16	·	2

Single records, as listed above. Screens in order: XiGFP reactiv, RAD54 inh, esBAF inh, GSIS activator, CFTR F508del cor, RAD52 inh, ARNT TACC3 PPI, ERAP1 HTS inh
Results for C[C@H](CO)N1C[C@H](C)[C@H](CN(C)Cc2ccc(C(=O)Nc3ccccc3N)cc2)Oc2ccc(NC(=O)Nc3ccc(C(F)(F)F)cc3)cc2C1=O : -1.3, ·, ·, 26, 2.3, -16, ·, 2
Results for COc1ccc(CCNC(=O)Cn2cnc3c2c(=O)n(C)c(=O)n3C)cc1OC : ·, -5, -5, 22, ·, ·, -4, ·

(cont.)
SMILES	XiGFP reactiv	RAD54 inh	esBAF inh	GSIS activator	CFTR F508del cor	RAD52 inh	ARNT TACC3 PPI	ERAP1 HTS inh
COCC(=O)N1[C@H](CO)[C@H](c2ccccc2C2=CCCCC2)[C@@H]1C#N	0.2	·	·	-9	3.2	-4	·	-10
COCCCNc1nc(N)c([N+](=O)[O-])c(NC2CCCCC2)n1	0.1	6	3	32	0.4	-17	-3	-3
O=C(Nc1c2c(nn1-c1ccc(F)cc1)CS(=O)(=O)C2)c1ccc(Br)o1	0.1	-11	-14	17	-0.8	-7	-8	-2
Cc1noc(C)c1NC(=O)Nc1ccc2c(c1)CC(=O)N([C@@H](C)CO)C[C@H](C)[C@H](CN(C)C)O2	-1.5	1	-1	5	-0.8	-8	-2	-3
CCOC(=O)N1CCc2c(sc(NC(=O)Cc3ccccc3)c2C(=O)c2ccc(OC)cc2)C1	0.0	-14	-13	-13	0.8	0	-7	-2
Cc1ccc(S(=O)(=O)Nc2ccc3c(c2)C(=O)N([C@H](C)CO)C[C@@H](C)[C@@H](CN(C)Cc2ccc(Cl)c(Cl)c2)OCCCC[C@H](C)O3)cc1	1.1	·	·	-21	-2.1	-10	·	0
COCCN(C(=O)c1ccc(N2CCCC2=O)cc1)c1c(N)n(Cc2ccccc2)c(=O)[nH]c1=O	0.0	11	1	30	-0.5	-15	-28	3
CSCC[C@H](NC(=O)c1ccc2ccccc2c1)C(=O)N1CCC2(CC1)NCCc1[nH]cnc12	0.1	-1	3	2	1.0	-7	6	-1
CCOc1cc(C(=O)Nc2cccc(OCC(=O)N3CCOCC3)c2)cc(OCC)c1OCC	0.6	-5	-4	-2	-0.8	0	8	-2
N#CCN=C(c1ccccc1)c1ccccc1	-0.3	-1	-4	-6	-1.4	1	-4	·
CC12CCC(C[N+](C)(C)C1)C2(C)C (stereo not given)	0.0	5	-6	·	-1.5	3	-46	28
CN1C(=O)c2cc(NS(=O)(=O)CC(F)(F)F)ccc2OC[C@H]2O[C@@H](CC(=O)NCc3ccc(Cl)c(Cl)c3)CC[C@@H]21	0.0	·	·	2	-0.5	18	·	-2
O=C(Cc1ccc(F)cc1)N1CCN(c2ccc([N+](=O)[O-])cc2)CC1	0.0	2	10	-14	-2.3	-24	2	4
N#Cc1ccc(OCCOCCNC2CCCC2)cc1	0.3	·	·	1	-3.8	-8	1	-3
C[C@@H]1CN([C@@H](C)CO)C(=O)CCCn2nncc2CO[C@H]1CN(C)S(C)(=O)=O	0.0&-0.3	-30&3&13	-1&-4&-1	10&-2	3.0&-2.7&-1.9	-6&2&7	-1&-6	0&-1&1
CCCC(=O)NC(c1ccc(Cl)cc1Cl)c1ccc2cccnc2c1O (stereo not given)	2.1	8	-32	-10	1.6	-12	3	0
COC(=O)c1cc(NC(=O)Nc2cccc(Cl)c2)ccc1Cl	·	11	21	-18	1.6	-13	-5	-3
O=C(N/N=C/c1ccncc1)C12CC3CC(CC(C3)C1)C2	0.0	·	·	-2	-1.5	0	-2	-2
CCCCN1C(C)=CC(=C2C(=O)c3ccccc3C2=O)C=C1C	0.0	·	·	-1	4.2	-87	-1	-4
CC(=O)c1ccc(-n2c(C)c(C(C)=O)c3cc(O)ccc32)cc1	0.0	13	-10	10	1.2	-4	-17	1
